Shiga inhibitor – Shiga toxin inhibition. AID 2315. actives 9.2% (n = 290,000). Vero cells, Shiga toxin protein synthesis inhibition reporter. inhibition, % at 38.7 µM; in the data active means inhibition mostly above about 28%, no sharp cut-off; inactive means mostly below about 43%; further: 0% is about no effect
CHX counter – counter-screen for Shiga toxin inhibitors: cycloheximide protein synthesis inhibition; cell reporter, cycloheximide protein synthesis inhibition counterscreen; max response, %; actives 12% (n = 300,000); AID 2314; in the data active means max response mostly above about 13%, no sharp cut-off; inactive means mostly below about 14%; further: read at 38.3 µM for the half of the compounds with a filed dose; 0% is about no effect
HCV inh – blocks hepatitis C virus. Potency, µM (doses to about 41.8 µM), inactives show at the top dose activity change, negative = inhibition, hits mostly inhibitors. actives 3.4% (n = 340,000). Huh7.5.1 HCVcc-Cre infection, luciferase reporter, 44 h; further: potency means the concentration at half of the fitted maximal effect; on the % scale 0 is the no-effect control and ±100 the full control effect
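Cells (1,000/well) were plated 4 h before compound, then infected with HCVcc-Cre virus (~0.5 moi). After 44 h further culture, infection was read as luciferase luminescence following a 15 min substrate incubation at room temperature.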
Pf growth 96h – P. falciparum growth inhibition at 96 hour, primary screen for plastid delayed-death inhibitors. P. falciparum luciferase reporter growth, 96 h. Potency, µM (top dose mostly 28.7 µM), for the others: top-dose activity change, negative = inhibition, actives largely listed as inhibitors. actives 6.9% (n = 320,000). AID 504834; further: potency means the concentration at half of the fitted maximal effect; on the % scale 0 is the no-effect control and ±100 the full control effect
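Erythrocytes infected with luciferase-expressing P. falciparum were dispensed at 2% hematocrit and 0.05% parasitemia (final), then incubated with compounds 96 hours at 37 C in 5% CO2. Luminescence after detection reagent addition reported growth.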
Giardia FBPA inh – blocks Giardia fructose-bisphosphate aldolase activity | Potency, µM (titrated, usually from 59.6 µM), for inactives: top-dose activity, negative = inhibition, actives largely listed as inhibitors | A8B2U2 | actives 0.71% (n = 290,000) | purified Giardia FBPA | AID 2451; further: potency means the concentration at half of the fitted maximal effect; on the % scale 0 is the no-effect control and ±100 the full control effect; nearly all actives have a fitted effect of over 55% in size
Target sequence (A8B2U2 whole entry, looked up): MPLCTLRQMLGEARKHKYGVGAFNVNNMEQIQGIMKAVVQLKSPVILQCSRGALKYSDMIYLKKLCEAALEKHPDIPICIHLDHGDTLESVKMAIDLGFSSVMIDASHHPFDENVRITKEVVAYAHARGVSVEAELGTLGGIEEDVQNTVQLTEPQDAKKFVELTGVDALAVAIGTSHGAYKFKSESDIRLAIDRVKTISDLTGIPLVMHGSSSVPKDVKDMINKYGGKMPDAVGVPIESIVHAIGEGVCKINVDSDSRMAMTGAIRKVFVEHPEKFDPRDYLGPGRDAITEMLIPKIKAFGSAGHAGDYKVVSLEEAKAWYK
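40 nM FBPA preincubated 10 min at RT with compound (up to 57.5 uM final), then substrate plus GAPDH/TPI/NAD/arsenate coupling and diaphorase/resazurin added. Fluorescence read after 20 min at RT, 525/598 nm.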
Pf growth 48h – inhibits P. falciparum growth in the first generation, 48 h; P. falciparum luciferase growth in erythrocytes, 48 h; Potency, µM (series often up to 28.7 µM), for the others: at the top dose activity change, negative = inhibition, most hits filed as inhibitors; actives 5.9% (n = 310,000); AID 504832; further: potency means the concentration at half of the fitted maximal effect; on the % scale 0 is the no-effect control and ±100 the full control effect
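Parasite viability was followed by luminescence of a genomically integrated firefly luciferase. Cultures held 0.1% parasitemia at 2% hematocrit (final), incubated under 5% CO2 at 37 C.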
* = called active by the depositor; u = inconclusive; x = no result given; & = joins results of further samples; [ ] = another dose, or the depositor's remark. Unless noted, the call rests on the fitted dose curve; in most records, active means well fitted curve in the direction sought with a large enough effect; inconclusive means small, poorly fitted or top-dose-only effect, or another doubt; inactive means no such curve, though single readings can be large; an effect the other way counts as inactive or inconclusive.

SMILES	Shiga inhibitor	CHX counter	HCV inh	Pf growth 96h	Giardia FBPA inh	Pf growth 48h
CC(C)c1ccc(CN(C)CC(O)c2ccccc2)cc1 (configuration not stated)	13.5	7.7	2.9%	9.28µM*	u	2.62µM*
COc1ccc(CN(C(=O)Cc2c[nH]c3ccccc23)C(C(=O)NC2CCCCC2)c2ccc(C)o2)cc1 (configuration not stated)	-11.6	15.6	u	5.22µM*	-7.8%	5.22µM*
COc1cccc(CC(=O)N2CCCC(CCC(=O)N3CCN(c4ccccn4)CC3)C2)c1 (configuration not stated)	-11.5	-1.8	u	-14.7%	1.9%	3.0%
CN1CCc2cc(Cl)c(O)cc2[C@H]2c3ccccc3CC[C@@H]21	x	x	x	9.53µM*	-4.5%	12µM*
Cc1cccc(C)c1NC(=O)Cn1c(=O)c2cccn2c2ccccc21	-2.0	1.1	-18.7%	0.0%	-3.4%	10.0%
COCC(C)NC(C(=O)Nc1ccc(Cl)c([N+](=O)[O-])c1)c1ccccc1 (configuration not stated)	-11.4	1.8	-10.9%	31.1%	u	11.6%
COc1ccc(C(=O)NCCC(C)C)cc1S(=O)(=O)N1CCOCC1	-8.6	-0.8	18.4%&11.3%	x	1.8%	-8.6%
CCOC(=O)C1Nc2ccc(C(=O)O)cc2C2C=CCC12 (configuration not stated)	x	-2.8	2.8%	-44.4%	u	-9.0%
Nc1nnc(SCC(=O)NNC(=O)c2ccc(Cl)cc2)s1	x	x	19.5%	13.4%	x	16.6%
CCn1c(CCNC(=O)c2ccc(Cl)cc2Cl)n[nH]c1=S	-4.8	2.4	-11.0%	135.8%[activator]	-11.0%	32.4%[activator]
COc1ccccc1-n1c(CNC(=O)c2ccc(S(=O)(=O)N3CCOCC3)cc2)n[nH]c1=S	-3.9	1.4	17.2%	u	-15.9%	x
O=C(NCc1ccncc1)Nc1ccccc1Cl	-2.4	1.3	-2.1%	39.4%[activator]	0.2%	12.4%
CCOC(=O)NC(=O)/C(C=Nc1ccc(Cl)c(Cl)c1Cl)=C(\C)O	-2.2	-1.1	12.0%	-2.6%	-3.9%	3.3%
Cc1ccc(S(=O)(=O)NCC(=O)NC2CC2)cc1	-9.0	-1.3	19.7%	-63.1%	x	12.7%
COc1cccc(NC(=O)Nc2ccc3c(c2)N(C)C(=O)CS3)c1	-4.3	11.3	u	183.1%[activator]	-4.2%	u
COc1cccc(-n2c(=O)c3sccc3n(CC(=O)NC3CCCCC3)c2=O)c1	-10.6	-11.9	9.8%	19.5%	1.2%	-4.9%
Oc1ccc(/C=N/Nc2ncnc3nc[nH]c23)cc1	59.8	34.6*	12.6%	-2.6%	-5.7%	9.6%
Cc1ccc2nc(NC(=O)Cc3cccs3)sc2c1	125.3*	50.1*	u	112.7%[activator]	0.4%	x
Cc1ccc(C(=O)O[C@H](C(=O)O)[C@H](OC(=O)c2ccc(C)cc2)C(=O)O)cc1	-8.9	-4.3	-6.9%	31.3%[activator]	6.3%	-2.0%[0.00184 µM]
CCOCCCNC(=O)C1CCCN1C(=O)NC1CCCCC1 (configuration not stated)	-3.2	6.4	19.6%	-7.0%	0.7%	10.5%
O=C(CCN1C(=O)C2C3CCC(C3)C2C1=O)Nc1ccccc1Cl (configuration not stated)	-6.4	-4.4	8.8%	0.0%	-0.1%	14.6%
NC(=O)C1CCCN(C(=O)c2cccc(S(=O)(=O)N3CCCCCC3)c2)C1 (configuration not stated)	x	x	6.6%	13.3%	x	1.5%
CC(C)(C)C(=O)Nc1nnc(COc2ccc(Cl)cc2)s1	38.5*	25.1*	u	37.8%[activator]	-4.9%	1.3%
Cc1ccnc(NC(=O)c2cccc(S(=O)(=O)N3CCOCC3)c2)c1	x	x	-8.3%	198.7%[activator]	x	104.9%[activator]
CCC(=O)Nc1ccccc1C(=O)OCC(=O)Nc1ccc(S(N)(=O)=O)cc1	-4.2	-2.3	-23.2%	-2.9%	3.8%	-4.4%

Following part
SMILES	Shiga inhibitor	CHX counter	HCV inh	Pf growth 96h	Giardia FBPA inh	Pf growth 48h
CC(C)c1ccc(O)c(NC(=O)c2cncc(Br)c2)c1	36.3*	18.5*	-14.5%	u	-0.7%	u
C/C=C(/C)C(=O)O[C@H]1C[C@@]2(C)O[C@H]2[C@@H](OC(C)=O)C2(C)CC[C@@](O)(C(C)C)C12 (some centres not stated)	-12.4	-8.2	x	x	3.8%	x
Nc1nc2c(s1)C(=O)CCC2	20.1	-2.5	6.7%	x	0.8%	3.4%
O=C(COC(=O)c1cccc(F)c1)NC(=O)NC1CCCC1	x	x	8.3%	12.9%	x	2.5%
CC1CC(C)CN(S(=O)(=O)c2cc(C(=O)O)c(Cl)s2)C1 (configuration not stated)	-3.8	-2.3	9.7%	3.2%	u	3.2%
O=C(CN1C(=O)NC2(CCc3ccccc32)C1=O)c1ccc(F)cc1 (configuration not stated)	x	x	7.9%	-15.9%	x	10.4%
CN(C)CCN(Cc1ccco1)C(=O)c1cc2c(Cl)nc3ccccc3c2s1	-13.4	1.5	10µM*	-2.7%	2.6%	u
O=C1C(Cl)=C(NCC2CCCO2)C(=O)N1CCc1ccccc1 (configuration not stated)	55.8*	57.5*	u	1.4%	-0.7%	106.9%[activator]
Cc1cc(C)n2nc(SCC(=O)N/N=C/c3ccc(F)cc3)nc2n1	-12.5	1.3	9.5%	32.1%[activator]	-1.1%	2.9%
CCCCCOC(=O)Cn1c(=O)c2c(nc(N3CCOCC3)n2C)n(C)c1=O	21.5	-9.0	5.6%	2.3%	-0.7%	x
CCOC(=O)C1=C(CC)Nc2ccccc2N=C1NC(=O)Nc1ccc(Cl)c(Cl)c1	20.5	12.3	u	2.62µM*	-7.9%	x
COc1cc2nc(CN(C)CC(=O)Nc3ccc(N4CCOCC4)cc3)[nH]c(=O)c2cc1OC	15.3	3.3	u	-23.0%	-26.8%	x
CC(=O)Nc1ccc(S(=O)(=O)NC(C)c2ccccc2)cc1 (configuration not stated)	8.9	-0.6	12.6%	9.2%	3.2%	-6.8%
CN(C)S(=O)(=O)c1cccc(C(=O)OCC(=O)Nc2ccc3c(c2)OCCO3)c1	x	x	13.1%	40.1%[activator]	x	7.1%
CCn1c2ccccc2c2cc(/C=N/NC(=O)c3cccc(C)c3)ccc21	39.5	12.2	u	27.9%	19.9%	u
O=C(Cn1nnc2ccccc2c1=O)NC1CCCCC1	35.5	20.0	11.0%	14.7%	x	51.7%[activator]
COc1ccc(/C(O)=C/C(=O)C(=O)NNC(=O)c2ccccc2)cc1	32.7	29.9*	2.4%	43.7%[activator]	u	37.5%[activator]
COc1ccc(CNC(=O)COc2cc(=O)n(C)c3ccccc23)cc1	17.1	-8.6	-2.2%	u	-6.4%	7.4%
N#C/C(=C/c1ccc(-c2ccccc2)o1)c1nc(-c2cccs2)cs1	31.7	2.3	-3.8%	45.4%[activator]	0.5%	0.1%
O=C(NCc1ccccc1F)C1CCN(C(=O)c2sccc2-n2cccc2)CC1	-3.9	0.1	-4.0%	u	7.5%	-30.8%
CCc1ccccc1NC(=O)CSc1nnc([C@@H](N)Cc2ccccc2)o1	-13.3	-5.7	4.9%	5.7%	u	6.1%
O=C(Nc1ccccc1)N1CC=C(c2ccccc2)CC1	79.5*	36.0*	8.7%	x	-25.3%	170.4%[activator]
Cc1cccc(C)c1-n1nnnc1SCSc1nnnn1-c1c(C)cccc1C	-6.9	-3.2	9.4%&-9.7%	9.3%	1.1%	-17.4%
Cc1cc(N2CCOCC2)nc(SCc2ccc(Cl)cc2Cl)n1	-7.3	-2.2	u	-27.0%	-1.7%	36.8%[activator]
Cc1ccc(-c2nc3ccccc3nc2Cl)cc1	-2.0	7.5	2.6%	20.9%	0.9%	u

4 entries from above, with two lines to a compound.
Results follow in this order: Shiga inhibitor, CHX counter, HCV inh, Pf growth 96h, Giardia FBPA inh, Pf growth 48h
- O=C(NCc1ccncc1)Nc1ccccc1Cl
  -2.4, 1.3, -2.1%, 39.4%[activator], 0.2%, 12.4%
- CCOC(=O)NC(=O)/C(C=Nc1ccc(Cl)c(Cl)c1Cl)=C(\C)O
  -2.2, -1.1, 12.0%, -2.6%, -3.9%, 3.3%
- Cc1ccc(S(=O)(=O)NCC(=O)NC2CC2)cc1
  -9.0, -1.3, 19.7%, -63.1%, x, 12.7%
- COc1cccc(NC(=O)Nc2ccc3c(c2)N(C)C(=O)CS3)c1
  -4.3, 11.3, u, 183.1%[activator], -4.2%, u

Quoted at random: 5 entries already listed.
SMILES	Shiga inhibitor	CHX counter	HCV inh	Pf growth 96h	Giardia FBPA inh	Pf growth 48h
Cc1cc(C)n2nc(SCC(=O)N/N=C/c3ccc(F)cc3)nc2n1	-12.5	1.3	9.5%	32.1%[activator]	-1.1%	2.9%
CCc1ccccc1NC(=O)CSc1nnc([C@@H](N)Cc2ccccc2)o1	-13.3	-5.7	4.9%	5.7%	u	6.1%
CCn1c2ccccc2c2cc(/C=N/NC(=O)c3cccc(C)c3)ccc21	39.5	12.2	u	27.9%	19.9%	u
CCOC(=O)C1=C(CC)Nc2ccccc2N=C1NC(=O)Nc1ccc(Cl)c(Cl)c1	20.5	12.3	u	2.62µM*	-7.9%	x
Cc1ccc(-c2nc3ccccc3nc2Cl)cc1	-2.0	7.5	2.6%	20.9%	0.9%	u

Later entries.
SMILES	Shiga inhibitor	CHX counter	HCV inh	Pf growth 96h	Giardia FBPA inh	Pf growth 48h
COc1ccccc1CCNC(=O)C(C)n1nc(C)c2c(C)n(-c3ccccc3)nc2c1=O (configuration not stated)	-2.7	-3.9	-2.5%	11.7µM*	-8.6%	-11.9%
COc1cccc(NC(=O)N2CCCC2C(=O)NC2CC2)c1 (configuration not stated)	-8.5	-1.4	11.3%	-11.5%	4.8%	0.9%
CC(C)CC(=O)NC(=S)Nc1ccc(N2CCOCC2)c(Cl)c1	-14.5	12.4	u	19.7%	-1.5%	u
Cc1cc(N2C(=O)C(O)=C(C(=O)c3ccco3)C2c2ccc(O)cc2)no1 (configuration not stated)	-15.5	-2.3	5.5%	40.9%[activator]	-10.9%	17.9%
Cc1ccc(NC(=O)c2nc[nH]c2C(=O)N[C@H](C)c2ccccc2)cc1	x	x	u	u	x	u
COC(=O)C1=C(C)NC(=O)/C1=C\c1cc(C)n(-c2ccccc2)c1C	102.1*	34.7*	-15.4%	u	u	0.3%
CCn1cc(C(=O)NCC(=O)NCCCN2CCOCC2)c(=O)c2cc3c(cc21)OCO3	-5.1	-0.8	18.0%	28.3%	-10.2%	32.5%[activator]
O=C(O)CCCC(=O)Nc1cccc2cccnc12	-4.7	0.8	-6.6%	0.0%	-3.0%	33.0%[activator]
COc1cccc(CN2C(=O)CCC2(C)C(=O)NC2CCCC2)c1 (configuration not stated)	-7.3	-2.5	7.3%	12.3%	4.3%	x
Cc1ccc(C)c(N2CCN(C3CCCCC3NS(=O)(=O)c3ccccc3)CC2)c1 (configuration not stated)	-9.6	-4.4	11.2µM*	11.7µM*	-9.8%	u
COc1ccc(NC(=O)C(=O)NNC(=O)C(C)Oc2ccc(Cl)cc2Cl)cc1 (configuration not stated)	1.5	-3.5	-25.7%	-17.1%	15.2%	14.1%
